# Screens as filed in PubChem BioAssay.
# Cdc42 wt GTP – human Cdc42 wildtype GTP binding change, either direction. P60953. GST-Cdc42 beads, Bodipy-GTP binding, flow cytometry; actives lie on both sides. percent activity (GTP binding), % at 10 µM. 0.2% of 190,000 active. AID 761;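 active = percent activity GTP binding at least 20 points away from the 100% baseline, either down as inhibitor or up as activator; inconclusive = compound flagged as likely green fluorescent from well-wide comparison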;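 also: median bead fluorescence of bound Bodipy-FL-GTP at 100 nM; 0% = excess unlabeled GTP control and 100% = no compound control; below 100% means less GTP binding so inhibitor and above means activator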
# Target sequence (P60953 whole entry, looked up): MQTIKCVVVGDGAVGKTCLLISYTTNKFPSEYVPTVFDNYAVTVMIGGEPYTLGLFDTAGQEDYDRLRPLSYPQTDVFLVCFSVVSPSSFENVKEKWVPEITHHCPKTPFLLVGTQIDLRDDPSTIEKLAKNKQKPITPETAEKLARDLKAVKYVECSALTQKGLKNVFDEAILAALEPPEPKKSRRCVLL
# ABCB1 inh – human ABCB1 inhibition, ABCG2 as counter-screen; P08183; CCRF-Adr cells, JC-1 efflux, flow cytometry; inhibition, % at 6.6 µM; 0.067% of 190,000 active; AID 1326; in the data active = inhibition above about 40%;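 also: 0% = vehicle and 100% = reference inhibitor; higher value means more JC-1 retained so stronger ABCB1 efflux block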
# Rac1 act GTP bind – human Rac1 activated mutant GTP binding change | P63000 | GST-Rac1 activated beads, fluorescent GTP binding, flow cytometry; actives lie on both sides; 100% means binding = to untreated wells | percent activity (GTP binding), % at 10 µM | 0.11% of 190,000 active;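 active = GTP binding at least 20 percentage points away from the 100% baseline, in either direction, so actives lie on both sides; inconclusive = Compound likely fluorescent itself, or too few beads counted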
# Avidin fluor – compound fluoresces at 488/530 nm on avidin beads | compound fluorescence 488/530 nm, flow cytometry; stronger effect = higher value | fluorescence (KMESF) at 10 µM | 0.38% of 220,000 active; in the data active = fluorescence above about 47; also: inactives centre near 10
# Pf gametocyte – kills late stage P. falciparum gametocytes | AID 743093 | inhibition, % at 10.9 µM | P. falciparum stage V gametocytes, ATP luminescence, 24 h | 0.065% of 150,000 active;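 active = inhibition above the mean plus 3 SD of compounds within the control limits, set per campaign, cut at about 38% in these data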;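 also: 0% = DMSO wells and 100% = medium only without gametocytes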
# Rac1 wt modul – human Rac1 wildtype GTP binding, inhibitors and activators | P63000 | GST-Rac1 beads, fluorescent GTP binding, flow cytometry; actives lie on both sides; 0 = cold GTP competed, 100 = untreated | GTP binding activity (% of control), % at 10 µM | 0.27% of 190,000 active | AID 757;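 active = GTP binding activity at least 20 points away from the 100% control level, either lower or higher; inconclusive = compound flagged as likely green fluorescent, judged across all proteins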
# Mcl1 Noxa PPI – disrupts binding of human Mcl-1 to Noxa peptide; Q07820; TR-FRET Mcl-1/Noxa peptide binding, 2 h; inhibition, % at 21.7 µM; 1.5% of 220,000 active; AID 1022;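 active = compounds that cut the protein-peptide binding signal by more than 50% relative to plate controls in a single-dose test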;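 also: His-tagged Mcl-1 with rhodamine Noxa BH3 peptide and terbium anti-His antibody; 0% = Mcl-1 plus Noxa peptide wells and 100% = peptide-only wells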
# Target sequence (Q07820 whole entry, looked up): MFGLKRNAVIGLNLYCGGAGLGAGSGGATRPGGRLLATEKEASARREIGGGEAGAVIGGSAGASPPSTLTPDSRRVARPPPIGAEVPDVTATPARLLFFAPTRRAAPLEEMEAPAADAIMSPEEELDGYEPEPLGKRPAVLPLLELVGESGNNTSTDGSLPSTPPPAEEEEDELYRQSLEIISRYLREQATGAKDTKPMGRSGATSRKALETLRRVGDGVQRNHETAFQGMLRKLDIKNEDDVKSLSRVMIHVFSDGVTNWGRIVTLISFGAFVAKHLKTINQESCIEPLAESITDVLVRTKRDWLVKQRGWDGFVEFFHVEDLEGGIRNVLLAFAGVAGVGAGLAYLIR
# ABCG2 block – human ABCG2 inhibition, ABCB1 as counter-screen; Q9UNQ0; IgMXP3 cells, JC-1 efflux, flow cytometry; inhibition, % at 6.6 µM; 0.1% of 190,000 active;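 active = inhibition above 80%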;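 also: 0% = DMSO and 100% = nicardipine control wells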
#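 Times: 10 min at 25 °C | Test system: Two drug-resistant human cell lines, ABCG2 and ABCB1 | Quantity: 3 million cells/mL final, two lines in 1:1 ratio | Signal: Flow cytometry, 530 nm JC-1 signal | Dosing: Compound at 6.6 µM | Controls: Nicardipine and DMSO wells | Reagent: JC-1 as fluorescent efflux pump substrate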
# HRas wt GTP – modulators of GTP binding to human HRas wildtype | AID 759 | 0.14% of 190,000 active | GTP binding activity, % at 10 µM | GST-Ras wt beads, Bodipy-FL-GTP binding, flow cytometry; actives lie on both sides;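 active = GTP binding activity at least 20% away from the 100% baseline, either lowered as inhibitor or raised as activator; inconclusive = flagged as likely green fluorescent, judged across all proteins in the well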;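 also: 0% = unlabeled GTP competition control and 100% = no-compound control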
# Target sequence (P01112 whole entry, looked up): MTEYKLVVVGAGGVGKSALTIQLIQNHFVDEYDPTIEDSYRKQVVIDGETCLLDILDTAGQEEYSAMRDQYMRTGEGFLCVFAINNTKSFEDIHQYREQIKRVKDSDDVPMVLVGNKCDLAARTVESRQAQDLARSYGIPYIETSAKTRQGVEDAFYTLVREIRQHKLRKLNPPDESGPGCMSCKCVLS
# Rab7 wt GTP bind – alters GTP binding to wildtype dog Rab7 | GTP binding activity (percent of control), % at 10 µM | 0.055% of 190,000 active | GST-Rab7 beads, fluorescent GTP binding, flow cytometry; actives lie on both sides; untreated = 100%, excess cold GTP = 0% | AID 758;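 active = fluorescent GTP binding to Rab7 beads changed by at least 20 points from the 100% baseline, either direction, mostly lower; inconclusive = compound itself probably fluorescent, or too few beads counted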;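 also: median green fluorescence of bound Bodipy-FL-GTP per Rab7 bead population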
# Rab2A wt mod – changes GTP binding to wildtype dog Rab2A, up or down. GST-Rab2 wt beads, Bodipy-GTP binding, flow cytometry. GTP binding activity, % at 10 µM. 0.19% of 190,000 active. P61105;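 active = GTP binding activity at least 20 points away from 100%, either lowered or raised; inconclusive = signal likely due to the compound's own green fluorescence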;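 also: 0% = beads with excess unlabeled GTP and 100% = no-compound control corrected for plate trend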
# Starred values were filed as active, the others as inactive; ? = inconclusive; / = not tested or not shown.
Compound,Cdc42 wt GTP,ABCB1 inh,Rac1 act GTP bind,Avidin fluor,Pf gametocyte,Rac1 wt modul,Mcl1 Noxa PPI,ABCG2 block,HRas wt GTP,Rab7 wt GTP bind,Rab2A wt mod
CCc1cccc(NC(=O)c2ccc(Cn3c(=O)[nH]c4ccsc4c3=O)cc2)c1,97,1.3,97,4,/,103,-7,2,98,96,100
CCOC(=O)/C=C1\SCC(=O)N1CC(=O)Nc1ccc2c(c1)CCC2,102,0.4,100,11,/,102,-2,3,101,98,100
CCN(CC)CCNC(=O)C1CCC(=O)N1CCc1ccccc1 (stereo unspecified),104,0.1,102,12,/,108,-1,1,103,105,104
O=C1NC(=O)C2C1C(c1cccs1)NN2Cc1ccccc1 (stereo unspecified),98,0.3,96,9,/,98,12,6,94,95,97
O=C(NNc1nc2ccccc2nc1C(F)(F)F)c1ccccc1,101,0.8,97,36,10,97,23,3,100,99,100
COc1cc(C(=O)NC(=S)N2CCCCCC2)cc(OC)c1OC,95,-0.2,93,15,/,93,5,1,97,102,99
CN(C)c1ccnc(-n2cccc2/C=N/OCc2ccccc2)c1C#N,99,0.1,100,4,-20,104,-10,0,99,101,101
O=C(Nc1ccc2nc(-c3ccccc3)[nH]c2c1)c1ccco1,101,0.2,100,16,15,103,6,2,99,100,100
CCOc1oc(-c2ccc(OC)cc2)nc1C(F)(F)F,97,-1.4,95,15,/,102,5,23,99,99,101
O=C(NCc1cccnc1)C(=O)N/N=C/c1ccccc1[N+](=O)[O-],96,0.9,95,10,10,97,7,6,96,96,93
CCCCSc1nc2c(cnn2-c2ccc(F)cc2)c(=O)[nH]1,102,0.2,99,6,/,102,-52,2,99,100,101
C=CCNC(=O)C1CCN(c2cnccn2)CC1,101,0.1,98,11,-7,102,16,1,100,96,97
CC(C)NC(=O)NC(=O)COC(=O)c1ccc(OC(F)(F)F)cc1,101,1.0,97,9,6,101,3,21,100,100,99
CN(C)c1ccc(CN2CCCCC2)cc1,108,0.1,102,11,/,107,14,0,105,106,104
Cc1ccc(S(=O)(=O)N2CCC(C(=O)N[C@H](C(=O)NCC3CCCO3)C(C)C)CC2)cc1 (stereo partly specified),105,0.7,100,6,-13,108,7,3,107,107,104
Cc1ccc(NC(=O)COC(=O)[C@H](C)NC(N)=O)c(C)c1,98,1.3,100,15,/,99,10,1,96,95,95
COc1ccc(NC(=O)Cn2nnc(-c3ccc(CN4CCOCC4)cc3)n2)c(OC)c1,100,0.5,100,6,14,112,17,2,103,102,103
Cc1ccc(Cn2c(=O)c3cccnc3n(CC(=O)Nc3cccc(C(F)(F)F)c3)c2=O)cc1,102,1.1,100,11,14,103,-4,-10,99,97,99
Cc1cc2oc(=O)cc(CN3CCC(C)CC3)c2c(C)c1Cl,101,0.9,100,9,/,99,-5,6,101,102,100
C/C(=N\NC(=O)CCc1c[nH]c2ccccc12)c1cccc([N+](=O)[O-])c1,103,0.7,98,18,-4,104,3,43,100,99,100
CCN(CC)CCNC(=O)c1cc(S(C)(=O)=O)ccc1OC,100,-0.1,95,10,/,104,13,0,96,94,99
Cc1cnc(C(=O)Nc2ccc(C)c(S(=O)(=O)N(C)C)c2)cn1,102,0.9,99,7,7,99,15,13,99,100,98
CCN(C(=O)COC(=O)c1c2c(nc3ccccc13)/C(=C/c1ccccc1)CC(C)C2)C1CCS(=O)(=O)C1 (stereo unspecified),96,0.4,98,2,-12,101,8,1,100,98,97
COc1ccc(Nc2oc(-c3ccccc3Cl)nc2C#N)cc1,103,0.4,98,7,/,101,19,5,101,103,101
Cc1ccc(-c2nnn(CC(=O)N(Cc3cccs3)C(C(=O)NCC3CCCO3)c3ccco3)n2)o1 (stereo unspecified),95,1.4,93,6,-4,95,-8,2,96,97,97
COc1ccc(N=Cc2sc(O)c3ccccc23)cc1,98,1.0,95,3,7,96,-16,4,96,95,96
O=C(c1ccc2c(c1)OCO2)C1CCCN(Cc2cn[nH]c2-c2ccccc2)C1 (stereo unspecified),98,3.0,96,2,3,100,16,9,98,96,97
COc1ccccc1N(CC(=O)NCc1ccccc1)C(=O)CCC(=O)Nc1ccccn1,101,1.1,100,7,/,104,1,3,100,96,99
CCOC(=O)Cc1csc(N/C(=N/S(=O)(=O)c2ccc(Cl)cc2)c2ccccc2)n1,94,0.3,91,12,/,95,30,-4,94,94,93
COc1ccc(CC(=O)OCC(=O)Nc2ccc(Br)cc2)cc1,86,1.1,84,8,3,89,-1,15,89,101,87

# Full records as entered above.
# CCN(C(=O)COC(=O)c1c2c(nc3ccccc13)/C(=C/c1ccccc1)CC(C)C2)C1CCS(=O)(=O)C1 (stereo unspecified) is entered as Cdc42 wt GTP: 96; ABCB1 inh: 0.4; Rac1 act GTP bind: 98; Avidin fluor: 2; Pf gametocyte: -12; Rac1 wt modul: 101; Mcl1 Noxa PPI: 8; ABCG2 block: 1; HRas wt GTP: 100; Rab7 wt GTP bind: 98; Rab2A wt mod: 97
# COc1ccc(Nc2oc(-c3ccccc3Cl)nc2C#N)cc1 is entered as Cdc42 wt GTP: 103; ABCB1 inh: 0.4; Rac1 act GTP bind: 98; Avidin fluor: 7; Pf gametocyte: /; Rac1 wt modul: 101; Mcl1 Noxa PPI: 19; ABCG2 block: 5; HRas wt GTP: 101; Rab7 wt GTP bind: 103; Rab2A wt mod: 101

# Next part.
Compound,Cdc42 wt GTP,ABCB1 inh,Rac1 act GTP bind,Avidin fluor,Pf gametocyte,Rac1 wt modul,Mcl1 Noxa PPI,ABCG2 block,HRas wt GTP,Rab7 wt GTP bind,Rab2A wt mod
Cc1nc2c(C(=O)NCc3ccc(F)cc3)c[nH]n2c(=O)c1Cl,93,0.1,94,25,/,94,5,0,92,94,89
COc1ccc(-c2[nH]ncc2CN(CCO)Cc2cccs2)c(F)c1,98,3.4,96,2,8,97,13,8,96,96,97
COCCn1cnc2c1c(=O)n(CC(=O)OCC(=O)NCCCc1ccccc1)c(=O)n2Cc1ccccc1,102,10,104,14,-25,104,30,45,101,100,101
CC1(C)CC(=O)C(C=Nc2ccc(Cl)cn2)=C(O)C1,106,-0.2,101,22,/,102,1,2,103,99,98
CC(=O)Nc1ccc(/C=N/NC(=O)CNC(=O)c2ccccc2)cc1,91,0.8,91,7,/,90,10,4,91,97,94
O=C(CSc1nc2[nH]ncc2c(=O)[nH]1)NCc1ccccc1Cl,100,0.3,101,3,9,103,9,0,98,92,96
CC1(C)Cc2c(C#N)c(OCC(=O)c3ccccc3)nc(-c3ccoc3)c2CO1,91,0.9,94,24,7,91,23,3,94,91,91
O=C1C2C(C(=O)N1/N=C/c1cc([N+](=O)[O-])ccc1O)C1C=CC2C12CC2 (stereo unspecified),100,0.0,98,16,-11,98,7,2,99,106,101
Cc1cc(C)c2cc(CN(CC3CCCO3)C(=S)NCc3ccco3)c(=O)[nH]c2c1 (stereo unspecified),93,2.5,93,13,-8,98,12,6,94,92,92
COC(=O)CNC(c1ccccc1Cl)c1cc(Br)ccc1NC(=O)CCN1CCOCC1 (stereo unspecified),?,0.9,?,15,8,?,4,1,?,?,?
CCCn1c(N)c(N(CCOC)C(=O)/C=C/c2ccc(C(=O)OC)cc2)c(=O)[nH]c1=O,97,0.4,96,22,-34,97,21,1,96,105,97
O=c1[nH]n(-c2cccc3cccnc23)c(=O)c2ccccc12,97,0.4,98,31,/,97,11,2,96,96,96
Cc1ccc(CO/N=C\Cc2snc(Sc3ncc(C(F)(F)F)cc3Cl)c2C#N)cc1,100,-0.1,95,23,/,98,-13,0,98,98,97
CCN(CCn1cccn1)Cc1nc(Cc2cccc(F)c2)no1,95,1.1,95,2,-11,98,16,8,95,98,97
O=P(O)(O)c1ccccc1OCCOCCOc1ccccc1P(=O)(O)O,99,0.6,96,23,/,96,17,3,100,95,96
Cc1nc(-c2cnn(-c3ccccc3)c2)c2cc(C)oc2n1,70*,1.6,79*,28,1,77*,-10,10,72*,80,75*
Clc1ccc(OCc2nc(-c3ccncc3)no2)c(Cl)c1,101,-0.5,97,16,/,110,26,15,104,106,101
O=C(c1cccc(S(=O)(=O)N2CCCCCC2)c1)N1CCN(c2ccccc2)CC1,97,2.4,96,11,-2,100,11,4,95,97,90
Cc1cccc(N(CC(=O)N/N=C/c2ccc(OCC(=O)NCc3ccco3)cc2)S(C)(=O)=O)c1C,103,-0.5,101,11,-35,107,-4,-1,105,99,101
Cc1cccc(-c2noc(CCC(=O)Nc3ccccc3)n2)c1,98,0.9,95,7,/,96,1,8,98,94,96
CC(C)CC(CO)N1CCN(C(=O)c2ccc(Cl)cc2Cl)CCC1=O (stereo unspecified),107,-0.2,98,10,/,106,12,0,100,97,102
CC1=NOC(=O)/C1=C/c1ccc(N(C)C)cc1,95,-1.7,96,13,4,98,24,27,95,95,96
CCN(CC)C(=O)CSc1nnc(-c2ccc(S(=O)(=O)NCc3ccccc3Cl)cc2)o1,95,0.6,93,36,-17,93,-11,2,97,98,95
COc1ccccc1NC(=O)c1ccc2snnc2c1,94,0.6,98,11,-7,105,8,3,100,100,99
COc1ccc(NC(=O)CN2C(=O)CSC2=O)cc1,98,0.1,98,8,25,97,-10,1,101,98,101

# Copied from above for reference:
Compound,Cdc42 wt GTP,ABCB1 inh,Rac1 act GTP bind,Avidin fluor,Pf gametocyte,Rac1 wt modul,Mcl1 Noxa PPI,ABCG2 block,HRas wt GTP,Rab7 wt GTP bind,Rab2A wt mod
CC(C)CC(CO)N1CCN(C(=O)c2ccc(Cl)cc2Cl)CCC1=O (stereo unspecified),107,-0.2,98,10,/,106,12,0,100,97,102
CC1=NOC(=O)/C1=C/c1ccc(N(C)C)cc1,95,-1.7,96,13,4,98,24,27,95,95,96
CCN(CC)C(=O)CSc1nnc(-c2ccc(S(=O)(=O)NCc3ccccc3Cl)cc2)o1,95,0.6,93,36,-17,93,-11,2,97,98,95
COc1ccccc1NC(=O)c1ccc2snnc2c1,94,0.6,98,11,-7,105,8,3,100,100,99
COc1ccc(NC(=O)CN2C(=O)CSC2=O)cc1,98,0.1,98,8,25,97,-10,1,101,98,101

# Outcome played no part in choosing rows, and some 2.3% of all compounds hit somewhere here.
